HTR5A inv ag – HTR5A inverse agonists in luminescence cell assay, primary screen, counter-screen for OPRM1-OPRD1 heterodimer inverse agonist project, full-deck HTS. HTR5A cell line, inverse agonism. inhibition, % at 9.3 µM. actives 0.083% (n = 340,000). AID 504634, 2011; in the data active = inhibition mostly above about 23%, no sharp cut-off; inactive = mostly below about 18%;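 also: 0% = cells with DMSO and 100% = no-cell wells with DMSO; some compounds called inactive have numbers as strong as hits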
Target sequence (P47898 whole entry, looked up): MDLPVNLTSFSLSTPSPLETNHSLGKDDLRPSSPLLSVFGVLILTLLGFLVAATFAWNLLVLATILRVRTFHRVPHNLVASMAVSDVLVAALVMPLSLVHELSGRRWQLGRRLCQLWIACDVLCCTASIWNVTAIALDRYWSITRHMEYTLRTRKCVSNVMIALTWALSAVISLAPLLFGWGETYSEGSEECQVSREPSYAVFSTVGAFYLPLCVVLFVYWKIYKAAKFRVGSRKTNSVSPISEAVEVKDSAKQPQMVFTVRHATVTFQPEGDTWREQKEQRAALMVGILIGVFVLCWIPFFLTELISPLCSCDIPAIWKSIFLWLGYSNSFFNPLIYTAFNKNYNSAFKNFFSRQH
CAL PDZ FP – untagged CAL PDZ binding inhibitors, primary screen, biochemical, fluorescence polarization, HTS. purified CAL PDZ, TMR-peptide fluorescence polarization, 1 h. Golgi-associated PDZ and coiled-coil motif-containing protein (Homo sapiens), Q9HD26. inhibition, % at 24.9 µM. actives 0.92% (n = 300,000). AID 602252, 2012;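 active = mean inhibition of at least 30% with at least half of replicates also reaching 30%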;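 also: 0% = DMSO neutral control and 100% = excess unlabeled competitor peptide PRC23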
C-LANA FP – inhibitors of KSHV C-LANA binding to DNA, primary screen, biochemical, fluorescence polarization, FAM-LBS DNA, MBP-C-LANA, single point | inhibition, % at 9 µM | actives 0.078% (n = 340,000);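 active = highest replicate inhibition at or above 60% at 9 µM, even if other replicates fall short; inactive = all replicates below 60% inhibition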;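 also: 0% = neutral control wells and 100% = 4 µM acridine orange control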
Keap1 Nrf2 FP – Keap1-Nrf2 protein-protein interaction inhibitors, primary screen, biochemical, fluorescence polarization, single point; actives 0.15% (n = 340,000); Keap1 Kelch-Nrf2 peptide fluorescence polarization, 1536-well; inhibition, % at 9.4 µM; in the data active = inhibition above about 12%;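 also: human Keap1 Kelch domain with fluorescein labeled Nrf2 9mer peptide probe; 0% = neutral control wells and 100% = peptide positive control; higher means more block of Keap1 binding to Nrf2 peptide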
Target sequence (Q14145 whole entry, looked up, the tested form may be a part): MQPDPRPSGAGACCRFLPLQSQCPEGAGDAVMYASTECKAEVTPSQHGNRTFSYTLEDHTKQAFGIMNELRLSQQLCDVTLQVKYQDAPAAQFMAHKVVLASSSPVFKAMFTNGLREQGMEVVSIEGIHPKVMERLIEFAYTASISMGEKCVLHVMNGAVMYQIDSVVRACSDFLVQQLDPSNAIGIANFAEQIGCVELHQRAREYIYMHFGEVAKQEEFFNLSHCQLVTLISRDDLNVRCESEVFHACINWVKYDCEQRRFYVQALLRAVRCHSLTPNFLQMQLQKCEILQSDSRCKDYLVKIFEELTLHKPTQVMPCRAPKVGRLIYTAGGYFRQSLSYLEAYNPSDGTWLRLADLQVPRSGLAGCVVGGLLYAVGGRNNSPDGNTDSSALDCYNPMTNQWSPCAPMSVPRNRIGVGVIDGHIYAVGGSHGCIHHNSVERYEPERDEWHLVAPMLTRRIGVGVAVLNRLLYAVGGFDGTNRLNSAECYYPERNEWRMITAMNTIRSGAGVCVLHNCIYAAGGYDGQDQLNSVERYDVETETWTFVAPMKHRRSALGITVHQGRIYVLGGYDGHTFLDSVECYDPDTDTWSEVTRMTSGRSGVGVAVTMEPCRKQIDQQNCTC
HTR5A ag – HTR5A agonists in luminescence cell assay, primary screen, counter-screen for OPRM1-OPRD1 heterodimer agonist project, full-deck HTS; 5-hydroxytryptamine receptor 5A (Homo sapiens), P47898; cell-based; AID 504692, 2011; activation, % at 9.3 µM; actives 0.61% (n = 340,000); in the data active = activation mostly above about 9.5%, no sharp cut-off; inactive = mostly below about 7.6%;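 also: 0% = cells with vehicle only and 100% = reference agonist; strong numbers were not always called active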
Cardiac RTF inh – cardiac RTF calcium sensitivity inhibitors, primary screen, biochemical, IANBD-TnC fluorescence, EC70 calcium; Troponin I, cardiac muscle (Homo sapiens) + Troponin T, cardiac muscle (Homo sapiens) + …; IANBD-labeled cardiac RTF, Ca2+ fluorescence; inhibition, % at 7.15 µM; actives 0.12% (n = 340,000); AID 493244, 2011;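 active = inhibition above the mean inhibition of all tested compounds plus 3 SD, cut at about 17% in these data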;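 also: assay run at fixed EC70 calcium of 1.6 mM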
V-ATPase pH – regulators of yeast V-ATPase proton pumping, primary screen, pHLuorin cytosolic pH fluorescence | S. cerevisiae | response, % at 10 µM | actives 0.37% (n = 350,000); in the data active = response mostly above about 7.3%, no sharp cut-off; inactive = mostly below about 5.4%; also: actives read high; inactives centre near 0; some compounds called inactive have numbers as strong as hits; reference of the scale not given here
OPRM1-OPRD1 inv – inverse agonists of MOR-DOR heterodimerization, primary screen, cell-based, luminescence; cell-based MOR-DOR heterodimer luminescence, inverse agonism; actives 0.21% (n = 340,000); inhibition, % at 9.3 µM; in the data active = inhibition above about 22%, passing the limit was not always enough;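 also: 0% = cells with DMSO and 100% = wells without cells with DMSO; values of inactives mirror those of a sister screen read the other way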
MOR-DOR ag – agonists of OPRM1-OPRD1 heterodimerization, primary screen, cell-based, luminescence; actives 0.3% (n = 340,000); cells; activation, % at 9.3 µM; Mu-type opioid receptor (Homo sapiens) + Delta-type opioid receptor (Homo sapiens), …; in the data active = activation above about 18%;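 also: 0% = vehicle-treated cells and 100% = reference agonist; values of inactives mirror those of a sister screen read the other way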
cardiac RTF act – cardiac RTF calcium sensitivity activators, primary screen, biochemical, IANBD-TnC fluorescence, EC20 calcium; actives 0.24% (n = 340,000); Troponin I, cardiac muscle (Homo sapiens) + Troponin T, cardiac muscle (Homo sapiens) + …; IANBD-labeled TnC RTF fluorescence at EC20 calcium; 0% EC20 calcium, 100% full calcium; activation, % at 7.2 µM;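 active = activation above the mean over all tested compounds plus 3 SD, cut at about 30% in these data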;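 also: rise in fluorescence read as greater calcium sensitivity of cardiac thin filaments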
The depositor's hits bear a star; nt = no result given.

SMILES | HTR5A inv ag | CAL PDZ FP | C-LANA FP | Keap1 Nrf2 FP | HTR5A ag | Cardiac RTF inh | V-ATPase pH | OPRM1-OPRD1 inv | MOR-DOR ag | cardiac RTF act
CCOCCCNC(=O)C1CCC(CNS(=O)(=O)c2ccc(Cl)cc2)CC1 (stereo unspecified) | -4 | -1 | 2.8 | -6 | -1 | 3 | 0 | 1 | -0.1 | 11
CCN(CC)S(=O)(=O)c1ccc(N2CCCC2)c(NC(=O)c2ccc(N3CCCC3=O)cc2)c1 | -4 | -2 | 0.0 | 0 | 1 | -3 | -1 | 7 | -1.2 | 0
C=CCN(CC=C)C(=O)c1cccc(OC2CCN(S(=O)(=O)N(C)C)CC2)c1 | -7 | -7 | -0.3 | 2 | 2 | -7 | -2 | 3 | -0.6 | -5
CCCCc1cc(=O)oc2cc(C)cc(OC(C)C(=O)O)c12 (stereo unspecified) | -4 | -2 | -0.6 | 1 | 1 | 0 | 0 | 16 | -3.2 | 0
Cc1cc(C)c(C(=O)COC(=O)C2CCN(c3ccc(C(F)(F)F)cn3)CC2)cc1C | 1 | -5 | -4.4 | -5 | 0 | 9 | -9 | 1 | -0.2 | -6
Cc1cc(C(=O)OCC(=O)NCc2ccco2)c(C)n1-c1ccc(F)cc1 | -23 | -1 | 0.2 | -6 | -1 | -2 | 3 | 11 | -1.9 | -6
COc1ccc(NC(C)=O)c([N+](=O)[O-])c1[N+](=O)[O-] | -11 | 0 | 1.3 | 6 | 3 | -1 | -1 | -20 | 4.1 | 1
O=C(c1cc2nc(-c3ccco3)cc(C(F)(F)F)n2n1)N1CCCCCC1 | -4 | 1 | 0.6 | -2 | 5 | -1 | 1 | -1 | 0.2 | 5
Cc1nn(Cc2ccc(C(=O)N/N=C/c3ccncc3)o2)c(C)c1Cl | -31 | -3 | -1.8 | 0 | 5 | 6 | -2 | 13 | -2.4 | 1
CCOc1ccccc1-n1nnnc1SCC(=O)NC(=O)NCc1ccco1 | -21 | -1 | -0.2 | -3 | 3 | -2 | 6 | 0 | 0.0 | -2
CCN1CCN(CCCNC(=O)CS(=O)(=O)Cc2nc(-c3ccccc3C)oc2C)CC1 | -6 | -3 | -3.1 | -2 | 6 | -2 | 0 | 15 | -3.0 | -3
CCOc1ccc(S(=O)(=O)Oc2ccc3ccccc3c2)cc1 | 22 | -2 | 2.8 | -1 | 6 | -23 | -2 | -31 | 6.1 | -4

In another format: entries from further up
molecule	HTR5A inv ag	CAL PDZ FP	C-LANA FP	Keap1 Nrf2 FP	HTR5A ag	Cardiac RTF inh	V-ATPase pH	OPRM1-OPRD1 inv	MOR-DOR ag	cardiac RTF act
Cc1nn(Cc2ccc(C(=O)N/N=C/c3ccncc3)o2)c(C)c1Cl	-31	-3	-1.8	0	5	6	-2	13	-2.4	1
CCN(CC)S(=O)(=O)c1ccc(N2CCCC2)c(NC(=O)c2ccc(N3CCCC3=O)cc2)c1	-4	-2	0.0	0	1	-3	-1	7	-1.2	0
CCCCc1cc(=O)oc2cc(C)cc(OC(C)C(=O)O)c12 (stereo unspecified)	-4	-2	-0.6	1	1	0	0	16	-3.2	0
CCOc1ccccc1-n1nnnc1SCC(=O)NC(=O)NCc1ccco1	-21	-1	-0.2	-3	3	-2	6	0	0.0	-2
CCOCCCNC(=O)C1CCC(CNS(=O)(=O)c2ccc(Cl)cc2)CC1 (stereo unspecified)	-4	-1	2.8	-6	-1	3	0	1	-0.1	11

New compounds follow.
SMILES | HTR5A inv ag | CAL PDZ FP | C-LANA FP | Keap1 Nrf2 FP | HTR5A ag | Cardiac RTF inh | V-ATPase pH | OPRM1-OPRD1 inv | MOR-DOR ag | cardiac RTF act
O=C(COC(=O)c1c(F)cccc1F)NCc1cccs1 | 11 | -4 | 0.7 | -1 | -3 | 3 | -3 | 17 | -3.2 | -7
Cc1cc[n+](CCC(=O)O)c2ccccc12 | -2 | -1 | 0.9 | -2 | 0 | 1 | -2 | 16 | -2.9 | 14
C(=N/Nc1nccs1)/c1cccnc1 | -3 | -1 | -0.8 | 2 | 5 | 0 | 0 | 14 | -2.8 | 0
CC(C)OC(=O)NCCOC(=O)Nc1ccc(Cl)c(Cl)c1 | -10 | -6 | -1.0 | -2 | 7 | -13 | 0 | -19 | 3.1 | -4
Cc1sc2nc(C3CC3)nc(N3CCN(C(=O)c4ccc(Cl)cc4)CC3)c2c1C | -10 | -1 | -1.2 | -3 | -5 | -8 | -3 | -36 | 5.7 | 4
Cc1ccc(S(=O)(=O)N(CC(=O)NC2CCCC2)c2cccc(C)c2)cc1 | 21 | -1 | -1.3 | -2 | 5 | 8 | 6 | 0 | 0.0 | -1
Cc1noc(C)c1CSc1nc2ccccc2c(=O)n1-c1ccc(Cl)cc1 | -17 | nt | 0.0 | 2 | -1 | -2 | 4 | 3 | -0.5 | 0
COC(=O)C(CCSC)NC(=O)CNS(=O)(=O)c1ccc(F)cc1 (stereo unspecified) | 5 | 0 | 0.6 | -10 | 3 | -14 | 12 | 11 | -2.2 | 2
Cc1c(C(=O)N/N=C/c2ccc(N3CCOCC3)cc2)nc2ccccn12 | 5 | nt | 0.3 | -2 | 1 | 0 | -2 | 7 | -1.3 | 1
C#CCOCCOCCOCCNc1nc(N2CCN(C(=O)CCCCCCCCCCNC(=O)[C@@H](CCSC)n3cc(CCO)nn3)CC2)nc(N2CCN(C(=O)CCCCCCCCCCNC(=O)[C@H](CCC(=O)O)n3cc(CCCCCN)nn3)CC2)n1 | 9 | -3 | -2.0 | -2 | -3 | -35 | 0 | 4 | -0.7 | -4
Cc1cc(C)c2c(n1)SCC(=O)N2CC(=O)Nc1ccc(F)cc1 | -10 | 11 | 0.8 | -5 | 4 | -13 | -2 | 8 | -1.6 | 3
CC1(C)CC(=O)c2c(oc3ccc(NS(=O)(=O)c4ccc(C(=O)O)cc4)cc23)C1 | 4 | -4 | 1.3 | -3 | -2 | 0 | 3 | 15 | -2.7 | 1
Cc1sc2nc(SCC(=O)N(C)Cc3ccccc3)n(-c3ccccc3)c(=O)c2c1C | -29 | 6 | -3.4 | -1 | 12 | 1 | 2 | 6 | -1.3 | 1
CCOC(=O)c1c(NC(=O)CSc2nnc(-c3ccc(C)cc3)o2)sc(C(C)=O)c1C | 13 | -1 | 0.0 | -4 | 0 | -3 | nt | 9 | -1.5 | -4
N=C(c1ccc([N+](=O)[O-])cc1)N1CCCCCC1 | -28 | -2 | 0.0 | -3 | 9 | -15 | 0 | 0 | 0.1 | 5
Cc1nn(CC(=O)NCCN2CCCCCC2)c(=O)c2nn(-c3ccccc3)c(C)c12 | -7 | 0 | -0.8 | -5 | 3 | 1 | 5 | 14 | -2.6 | -1
CC1CN/C(=C\C(=O)c2ccc(Br)cc2)C(=O)N1 (stereo unspecified) | 1 | nt | -1.1 | -7 | 0 | 1 | 0 | 15 | -2.8 | 16
O=S(=O)(c1ccc(NC2CCCc3ccccc32)nc1)N1CCOCC1 (stereo unspecified) | -12 | 1 | 0.5 | 0 | 3 | -2 | -2 | -1 | 0.1 | 0
CC(C)(C)C1CCC(C(=O)NCC(c2cccs2)N2CCOCC2)CC1 (stereo unspecified) | 6 | -3 | 0.3 | -4 | 1 | -4 | -3 | 2 | -0.3 | -2
O=C(NCC1CCCO1)c1nn2cccnc2c1Cl (stereo unspecified) | 5 | 7 | 0.7 | 1 | -2 | -1 | -3 | 13 | -3.2 | -5
COc1ccc(/C=C2/SC(=S)N(c3ccc(S(=O)(=O)Nc4nccs4)cc3)C2=O)cc1 | -14 | -3 | -0.3 | -5 | -4 | -2 | 2 | 9 | -1.9 | 4
Cc1ccc2cc(C3C(C#N)=C(N)Oc4c3ccc3cccnc43)c(=O)[nH]c2c1 (stereo unspecified) | -3 | nt | 0.5 | -2 | 1 | -10 | -4 | 6 | -1.1 | -4
CC1(C)CC(=O)C2=C(C1)Nc1ccccc1NC2c1ccc(F)c(F)c1 (stereo unspecified) | -8 | 15 | -0.7 | -1 | 3 | -5 | -1 | 1 | -0.3 | 2
N/C(=N\OC(=O)c1ccccc1)C(Cc1ccccc1)C(=O)NOC(=O)c1ccccc1 (stereo unspecified) | -17 | nt | 0.7 | -1 | 5 | 7 | 5 | -5 | 1.0 | -4

Next section, overlapping the part above by 3 compounds.
SMILES | HTR5A inv ag | CAL PDZ FP | C-LANA FP | Keap1 Nrf2 FP | HTR5A ag | Cardiac RTF inh | V-ATPase pH | OPRM1-OPRD1 inv | MOR-DOR ag | cardiac RTF act
Cc1ccc2cc(C3C(C#N)=C(N)Oc4c3ccc3cccnc43)c(=O)[nH]c2c1 (stereo unspecified) | -3 | nt | 0.5 | -2 | 1 | -10 | -4 | 6 | -1.1 | -4
CC1(C)CC(=O)C2=C(C1)Nc1ccccc1NC2c1ccc(F)c(F)c1 (stereo unspecified) | -8 | 15 | -0.7 | -1 | 3 | -5 | -1 | 1 | -0.3 | 2
N/C(=N\OC(=O)c1ccccc1)C(Cc1ccccc1)C(=O)NOC(=O)c1ccccc1 (stereo unspecified) | -17 | nt | 0.7 | -1 | 5 | 7 | 5 | -5 | 1.0 | -4
CC(C)NC(=O)C(=O)NNC(=O)CCc1ccccc1 | -21 | -5 | -1.7 | 0 | -2 | -11 | 1 | 11 | -1.8 | 0
COc1ccc(C2=NN(C(N)=S)C(c3ccccc3)C2)cc1 (stereo unspecified) | 7 | -3 | -0.8 | 0 | -3 | -13 | 0 | 4 | -0.6 | -5
CCOc1ccc(-c2cc(CCCC(=O)NCCC(C)C)no2)cc1 | -18 | -3 | -0.1 | -2 | 7 | -6 | 1 | -1 | 0.1 | 4
CCOc1ccc(-c2nc(-c3cccnc3)no2)cc1 | -56 | 2 | 1.4 | 2 | 3 | -4 | -7 | -15 | 2.4 | -3
COc1ccc(C)cc1S(=O)(=O)N(CC(=O)O)c1ccc(C)cc1 | -5 | 0 | -0.6 | -3 | 2 | -4 | 12 | 8 | -1.8 | -2
N#Cc1ccc(C(=O)N(Cc2ccco2)c2c(N)n(Cc3ccccc3)c(=O)[nH]c2=O)cc1 | 5 | -7 | -0.8 | 2 | -3 | -19 | -8 | 10 | -2.4 | -1
CCOC(=O)c1nn(C)c(=S)n(C)c1=O | 6 | 1 | -2.0 | -3 | -1 | 1 | 0 | 2 | -0.3 | 3
Cc1nn(C(C)c2nc(-c3ccccc3)no2)c(C)c1[N+](=O)[O-] (stereo unspecified) | -20 | -7 | 0.6 | -1 | -4 | -6 | -3 | -6 | 1.1 | -7
